High-throughput results from PubChem BioAssay.
Coupling enz – coupling enzyme interference in Giardia aldolase counter-screen; activity change, negative = inhibition, % at 58.2 µM, hits read low; coupling enzyme system counterscreen, AmpLite Red fluorescence; hit rate 0.67% among 290,000; in the data active = activity change below about -30%
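Activity here indicates interference with the coupling reaction, not aldolase inhibition. Compounds at 57.5 uM final met coupling enzymes for 10 min at RT; substrate and AmpLite Red detection followed, with a 525/598 nm fluorescence read after 20 min.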
Giardia killer – kills Giardia lamblia | activity change, % at 7.66 µM, hits read low | hit rate 0.15% among 340,000 | Giardia lamblia trophozoite viability | AID 540267; in the data active = activity change below about -80%; inconclusive = between about -30% and that limit;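 note: parasites exposed to compound for two days anaerobically before the ATP read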
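Killing of trophozoites was scored by loss of ATP luminescence after a 48 hrs anaerobic exposure to compounds at 37 deg C, using 100 cells per well.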
GALK inhibitor – inhibitors of human galactokinase; Potency, µM (series often up to 57.5 µM), inactives show at the highest dose activity change, negative = inhibition, most hits filed as inhibitors; AID 1868; Purified GALK, Kinase-Glo residual ATP luminescence; hit rate 0.007% among 270,000; P51570; note: potency is the fitted concentration of half-maximal effect
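GALK at 5 nM final was combined with compound, 35 uM ATP and 100 uM galactose in HEPES pH8.0 with MgCl2 and DTT. The reaction ran one hour at room temperature before luminescent ATP detection.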
uPA generation – cell surface uPA generation inhibition; cell surface uPA generation assay, qHTS; Potency, µM (titrated, usually from 38.3 µM), without a hit: top-dose activity change, negative = inhibition, hits mostly inhibitors; hit rate 0.31% among 330,000; active = well fitted inhibition curve with a large enough effect; inconclusive = small, poorly fitted or top-dose-only effect; inactive = no such curve, though single readings can be large or run the other way; tested in mouse RAW 264.7 cells; note: potency is the fitted concentration of half-maximal effect; nearly all actives have a fitted effect of over 55% in size
USP2a block – blocks human ubiquitin-specific protease USP2a. hit rate 0.01% among 330,000. Potency, µM (titrated, usually from 38.3 µM), for inactives: at the top dose activity change, negative = inhibition, hits mostly inhibitors. USP2 core, Ub-CHOP2 coupled fluorogenic reporter, 485/531. O75604;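 note: potency is the fitted concentration of half-maximal effect; plate controls were DMSO wells for no effect and full inhibition by NEM control for full effect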
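Deubiquitinase activity read as fluorescence (485/531 nm) after Ub-CHOP2 cleavage activates the enterokinase reporter on its substrate; USP2 core 10nM, Ub-CHOP2 and substrate 25nM each, 30min compound preincubation then 60min RT; data normalized to NEM, curves fitted.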
Eya2 inh – inhibitors of human Eya2 phosphatase activity. O00167. recombinant Eya2, OMFP fluorescence dephosphorylation (OMFP is methylfluorescein phosphate). Potency, µM (titrated, usually from 76.9 µM), for the others: at the highest dose activity, negative = inhibition, hits mostly inhibitors. hit rate 0.006% among 330,000. AID 488837; note: potency is the fitted concentration of half-maximal effect
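Eya2 (0.2 uM) preincubated 10 min at ambient with compound, then OMFP substrate added at 50 uM; 10 min reaction in 50 mM HEPES pH 7.5, 50 mM NaCl, 5 uM MgCl2, 0.05% BSA, 1 mM DTT. Fluorescence read at Ex 485/Em 525 nm.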
KCNH2 3.1 block – KCNH2 3.1 (human) potassium channel inhibition. AID 720553. hit rate 0.95% among 340,000. U2OS KCNH2 3.1, thallium flux FluxOr; stronger effect = lower value. activity change, % (tested at about 1.8 µM);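 active = maximum activity change below -70%; inconclusive = maximum activity change from -70% to -50%; inactive = maximum activity change above -50%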;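 note: thallium influx rate constant from kinetic fluorescence after stimulation buffer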
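Channel expression came from 3.1 mutant virus (1.77 x 10^8 /mL) applied to suspended U2OS cells for 4 h. Flux was tracked with FluxOr dye plus Red40 quencher, and kinetic rate constants normalized to controls.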
PKM2 act – activators of human pyruvate kinase M2; Potency, µM (highest dose often 57.5 µM), without a hit: at the top dose activation, actives largely listed as activators; hit rate 0.34% among 260,000; purified PKM2, Kinase-Glo ATP luminescence, activation; response scale: 0% is enzyme alone, no compound; AID 1631; note: potency is the fitted concentration of half-maximal effect; nearly all actives have a fitted effect of over 55% in size
Target sequence (P14618 whole entry, looked up): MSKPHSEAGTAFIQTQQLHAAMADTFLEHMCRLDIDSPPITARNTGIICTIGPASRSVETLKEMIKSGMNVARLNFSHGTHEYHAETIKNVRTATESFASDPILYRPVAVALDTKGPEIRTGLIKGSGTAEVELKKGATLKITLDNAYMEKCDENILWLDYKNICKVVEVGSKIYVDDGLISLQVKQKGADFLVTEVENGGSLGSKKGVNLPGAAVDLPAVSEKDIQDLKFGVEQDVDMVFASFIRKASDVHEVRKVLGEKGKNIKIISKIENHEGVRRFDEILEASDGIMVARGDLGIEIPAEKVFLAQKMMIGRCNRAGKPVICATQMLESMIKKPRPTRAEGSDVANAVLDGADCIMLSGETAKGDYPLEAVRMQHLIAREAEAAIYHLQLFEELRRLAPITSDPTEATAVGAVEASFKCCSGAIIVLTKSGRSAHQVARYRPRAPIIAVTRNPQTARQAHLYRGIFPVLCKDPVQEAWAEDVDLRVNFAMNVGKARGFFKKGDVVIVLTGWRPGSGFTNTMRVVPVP
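ATP formation by purified human PK-M2, quantified via coupled luciferase luminescence after 1 h at room temperature with 0.1 mM ADP and 0.5 mM PEP final.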
B2AR arrestin – recruits beta-arrestin to the human beta2-adrenergic receptor; P07550; beta-arrestin recruitment to beta2AR, cell-based reporter; Potency, µM (series often up to 46.1 µM), inactives show top-dose activation, most hits filed as activators; hit rate 0.02% among 330,000; AID 492947;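 note: potency is the fitted concentration of half-maximal effect; 0% = DMSO controls and full agonism = EC100 isoproterenol or metaproterenol; nearly all actives have a fitted effect of over 65% in size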
Target sequence (P07550 whole entry, looked up): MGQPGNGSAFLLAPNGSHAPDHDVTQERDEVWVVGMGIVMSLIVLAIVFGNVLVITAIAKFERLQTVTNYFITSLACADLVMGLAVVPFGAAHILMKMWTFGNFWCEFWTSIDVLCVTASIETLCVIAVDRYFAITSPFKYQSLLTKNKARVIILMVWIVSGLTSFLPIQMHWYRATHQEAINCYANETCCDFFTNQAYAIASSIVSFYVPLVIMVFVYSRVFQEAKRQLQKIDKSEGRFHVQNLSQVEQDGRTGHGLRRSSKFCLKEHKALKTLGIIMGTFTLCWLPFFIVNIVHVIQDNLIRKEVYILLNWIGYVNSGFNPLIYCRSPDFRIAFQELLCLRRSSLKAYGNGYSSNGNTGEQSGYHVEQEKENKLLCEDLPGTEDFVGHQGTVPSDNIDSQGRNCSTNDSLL
BCR signal inh – blocks chronic active B-cell receptor signaling; ABC-DLBCL IkBa-CBG/CBR reporter, luminescence ratio, 4 h; Potency, µM (titrated, usually from 46.1 µM), inactives show top-dose ratio change, negative = lower green/red ratio, actives largely listed as inhibitors; hit rate 0.05% among 340,000; AID 493014; active = well fitted inhibition curve with a large enough effect in the signal ratio, with a control signal flat, not every such curve was filed as active; inconclusive = small, poorly fitted or top-dose-only effect, or effect the other way, or a change in a side signal; the % refers to the signal ratio;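 note: potency is the fitted concentration of half-maximal effect; plate controls were basal doxycycline-induced cells for no effect and cells given 10 µM MG132 for full effect; MG132 reads +100%, hits lower the ratio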
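Doxycycline induced both beetle luciferases in TMD8 lymphoma cells; IKK-driven degradation limits the IkappaBalpha-fused green signal, while red luminescence normalises for cell number and nonspecific effects. Compounds tested up to 46 uM, 4 hrs.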
hERG WT inh – KCNH2 (human, wildtype) channel inhibition. U2OS, BacMam KCNH2, thallium flux FluxOr; stronger effect = lower value. activity change, % at 1.84 µM. hit rate 0.37% among 340,000;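 active = maximum activity change below -70%; inconclusive = maximum activity change between -70% and -50%; inactive = maximum activity change above -50%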
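U2OS cells were transduced with wild-type KCNH2 virus (2.03 x 10^8 / mL) for 4 h at room temperature, then cultured overnight at 37 C. Thallium flux was read with FluxOr dye. Rate constants were normalized to DMSO controls.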
* marks the source's active call; other numbers are inactive results; i = inactive; u = inconclusive; x = no result given; [ ] = another dose, or the depositor's remark. Unless noted, calls come from the whole dose curve; as a rule, active = well fitted curve in the direction sought with a large enough effect; inconclusive = small, poorly fitted or top-dose-only effect, or another doubt; inactive = no such curve, though single readings can be large; an effect the other way counts as inactive or inconclusive. Unless noted, % is set by controls: 0 for no effect and ±100 for the full control effect.

SMILES	Coupling enz	Giardia killer	GALK inhibitor	uPA generation	USP2a block	Eya2 inh	KCNH2 3.1 block	PKM2 act	B2AR arrestin	BCR signal inh	hERG WT inh
COc1ccc(-c2nc(CS(=O)CC(=O)NC3CCCc4ccccc43)c(C)o2)cc1OC (configuration not stated)	3	-24	1%	8%	3%	7%	1	6%	0.1%	-25%	-3
Cc1cc(C)c(C#N)c(N2CCN(c3ccccc3F)CC2)n1	0	8	2%	-2%	0%	3%	54	-10%[11.5 µM]	-0.2%	u	1
S=c1ccc2ccccc2[nH]1	3	15	-3%	6%	0%	-1%	8	1%	u	u	7
Cn1cnnc1SCc1ccc(C(=O)N=Nc2c(O)n(Cc3ccc(Cl)cc3)c3ccccc23)cc1	1	64[activator]	-1%	u	4%	-7%	0	5%	0.0%	0%	0
N#C/C(=C/c1ccc(N2CCCCCC2)o1)c1cccc(F)c1	-48*	-13	-4%	x	1%	22%	-30	u	4.8%	-9%	22
C=C(C)Cn1c(SCC(=O)NCc2ccco2)nc2sc3c(c2c1=O)CCC3	2	6	0%	1%	-1%	-2%	11	13%	-0.4%	u	-1
COc1ccc(C(=O)c2cc([N+](=O)[O-])ccc2N2CCOCC2)cc1	6	-1	0%	-10%	5%	-4%	-5	-2%	-1.2%	u	2
Cc1c(N(C(=O)c2ccccn2)C2(C(=O)NC3CCCCC3)CCCCC2)c(=O)n(-c2ccccc2)n1C	0	0	0%	0%	5%	21%	17	1%	0.0%	3%	9
COc1ccc2c(c1)CCC/C2=N\Nc1nc(C(=O)NN)cs1	-4	6	-1%	-3%	2%	-4%	-21	-1%	-0.3%	u	3
Cc1ccc(NC(=O)C2Cc3ccccc3O/C2=N\O)cc1C (configuration not stated)	1	11	x	4%	-6%	2%	5	x	-1.1%	0%	-11
CCOC(=O)/C(C#N)=C/C1=C(N2CCOCC2)C(C)(C)OCC1	0	-13	1%	-6%	7%	u	18	3%	-0.7%	-1%	-2
Cc1ccc(S(=O)(=O)NC2CCCCC2)c(C)c1NS(C)(=O)=O	-1	-6	-1%	3%	0%	-5%	15	-4%	-0.1%	1%	5
COc1ccc(CCNC(=O)c2c(C)nc3ccccn23)cc1	-1	-5	1%	5%	-5%	0%	-6	-1%	-0.4%	-8%	-2
Cc1cccc(/C=N/NC(=O)c2ccc(NC(=O)c3ccc(F)cc3)cc2)n1	0	-19	7%	4%	-1%	3%	-18	4%	0.1%	-10%	-8
CC(CCc1ccccc1)NC(=S)NC(=O)c1ccco1 (configuration not stated)	-5	-2	4%	x	0%	1%	2	-17%	-0.9%	1%	1
Cc1ccc(S(=O)(=O)N2CCN(c3ncnc4sccc34)CC2)cc1C	x	6	x	-12%	0%	-16%	21	x	-0.3%	u	2
COc1ccc(C(=O)OCC[N+]2(C)CCCCC2)cc1	1	-8	-2%	-1%	2%	-4%	5	-8%	0.2%	u	1
Cn1c(N)c(C(=O)COC(=O)CC2CC3CCC2C3)c(=O)n(C)c1=O (configuration not stated)	-2	-3	0%	0%	0%	-26%	8	5%	-0.1%	9%	-15
Cc1ccc(S(=O)(=O)CC(N)=O)cc1	2	1	-2%	1%	-12%	-2%	-1	4%	0.2%	11%	-20
O=C1COc2ccc(C(=O)CSc3nc4ccccc4c(=O)n3-c3ccc(Cl)c(Cl)c3)cc2N1	0	-10	11%	2%	6%	1%	-28	-4%	0.0%	-11%	0
CC(NC(=O)c1ccc(OC2CCN(S(=O)(=O)N(C)C)CC2)cc1)C1CC1 (configuration not stated)	1	2	2%	x	0%	1%	4	4%	-0.4%	u	6
CCCN1Cc2cccc(C(=O)NC(CC(=O)OCC)c3ccc(C)cc3)c2C1=O (configuration not stated)	0	4	1%	-1%	2%	-2%	0	1%	-0.7%	0%	i
COC(=O)/C(NC(C)=O)=C(\C)c1ccc(Cl)cc1	8	-26	1%	-3%	3%	-7%	17	5%	-0.5%	6%	0
COC(=O)c1cc(O)c(O)c(O)c1	2	-7	x	u	1%	9%	2	3%	-0.3%	1%	-8
Cc1ccc2nc(N3CCOCC3)c(C=O)cc2c1	2	-8	-7%	6%	4%	5%	-6	-2%	0.2%	u	2
O=C(CN1CCOCC1)Nc1nc2ccc(Cl)cc2s1	2	28	8%	-16%	-1%	-1%	12	1%[11.5 µM]	3.8%	u	-6
COc1ccc(CNS(=O)(=O)c2cc(Br)cc3c2N(C(C)=O)C(C)C3)cc1 (configuration not stated)	-3	48[activator]	-1%	x	2%	-6%	4	-1%	-0.3%	-8%	13
CCNc1cc(N2CCCC2)ccc1[N+](=O)[O-]	1	3	x	-3%	-1%	-9%	25	10%	-0.6%	-1%	1
Cc1ccc(NC(=O)Cn2ccc([N+](=O)[O-])n2)cc1C	-1	17	1%	3%	11%	9%	4	-2%	0.1%	0%	1
CCOC(=O)CNC(=O)Cn1cnc2c(nnn2-c2ccc(OC)cc2)c1=O	3	13	1%	-3%	-1%	6%	12	x	-0.1%	0%	-13
Cc1csc(SCCn2c(N3CCCC3)nc3c2c(=O)[nH]c(=O)n3C)n1	3	-6	0%	-2%	0%	3%	3	6%	-0.1%	2%	-4
Clc1nc(Nc2ccccc2)nc(Nc2ccccc2)n1	0	-7	0%	-9%	0%	-13%	-23	1%	0.0%	u	-10
Cc1cc(S(=O)(=O)NCC(C)C)ccc1OCC(=O)N1CCOCC1	6	23	-1%	-1%	0%	14%	4	-1%	-0.1%	u	1
CC(=O)OCC1=C(C(=O)O)N2C(=O)[C@@H](NC(=O)CSc3ccncc3)[C@H]2SC1	x	17	x	3%	-3%	3%	2	x	-2.6%	2%	-1
CC(C)(C)n1nc(C2CC2)cc1NC(=O)Nc1ccc(Cl)cc1	-5	29	5%	-28%	-1%	-4%	4	-1%	-0.4%	u	-1
CCn1cc(CN2CCCC(C(=O)Nc3cccc(-n4cccn4)c3)C2)c(C)n1 (configuration not stated)	-3	17	-1%	12%	3%	-5%	-1	9%	0.5%	-6%	9
O=C(Cn1cnc2ccccc21)N/N=C/c1cccs1	1	-8	-2%	3%	4%	3%	7	7%	0.1%	-5%	7
CCc1cc2c(=O)c(-c3ccc4c(c3)OCCO4)coc2cc1OC(=O)c1ccco1	2	u	-3%	-8%	-1%	4%	-3	-7%	-0.2%	u	6
COc1ccc(-c2nc(CS(=O)CC(=O)N3CCCC3)c(C)o2)cc1 (configuration not stated)	0	-7	0%	-1%	1%	-3%	0	-23%	-0.5%	0%	0
O=C(NCc1ccccc1)c1ccc(OC2CSC2)cc1	2	-4	0%	2%	0%	-37%	15	3%	-0.3%	-2%	19

Copied from the list:
In B2AR arrestin, CCn1cc(CN2CCCC(C(=O)Nc3cccc(-n4cccn4)c3)C2)c(C)n1 (configuration not stated) has the entry 0.5%
In Coupling enz, O=C(Cn1cnc2ccccc21)N/N=C/c1cccs1 has the entry 1

(listing goes on)
SMILES	Coupling enz	Giardia killer	GALK inhibitor	uPA generation	USP2a block	Eya2 inh	KCNH2 3.1 block	PKM2 act	B2AR arrestin	BCR signal inh	hERG WT inh
COc1cc(CN2CCNC(=O)C2CC(=O)NCCCC2CCCC2)cc(OC)c1 (configuration not stated)	x	-10	-3%	7%	3%	0%	-7	x	-0.2%	2%	4
COCCNC(=O)[C@H](CSCc1ccccc1)N1Cc2ccccc2C1=O	0	-3	x	4%	-2%	12%	-3	-1%	3.4%	-3%	1
O=C(NNC(=S)NC1CCCCC1)c1ccc2c(c1)OCO2	6	14	0%	-3%	6%	9%	8	5%	-1.0%	u	-23
CCOC(=O)CSC1=Nc2ccccc2C2=NC(CC(=O)NCc3ccccc3)C(=O)N12 (configuration not stated)	6	30[activator]	-1%	-2%	2%	4%	-16	1%	0.4%	7%	-1
CCOC(=O)C1=C(CN2CCN(CCC#N)CC2)NC(=O)NC1c1ccc2c(c1)OCO2 (configuration not stated)	0	11	1%	-5%	2%	5%	21	-1%	0.5%	-4%	5
